DNMT1 block – blocks human DNA methyltransferase DNMT1. DNMT1 molecular beacon, Hinp1I cleavage, fluorescence. inhibition (reported as % activation of signal), % at 10 µM. hit rate 0.83% among 360,000; in the data active means inhibition above about 50%
STEP inh – inhibitors of human striatal-enriched phosphatase STEP; hit rate 0.25% among 360,000; inhibition, % at 20 µM; recombinant STEP, OMFP fluorogenic substrate, fluorescence; P54829;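 active means inhibition at 20 µM, scaled per plate between control wells, above about 37%, limit read from the data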;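 further: 0% = DMSO with enzyme and substrate and 100% = substrate only without enzyme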
Target sequence (P54829 whole entry, looked up): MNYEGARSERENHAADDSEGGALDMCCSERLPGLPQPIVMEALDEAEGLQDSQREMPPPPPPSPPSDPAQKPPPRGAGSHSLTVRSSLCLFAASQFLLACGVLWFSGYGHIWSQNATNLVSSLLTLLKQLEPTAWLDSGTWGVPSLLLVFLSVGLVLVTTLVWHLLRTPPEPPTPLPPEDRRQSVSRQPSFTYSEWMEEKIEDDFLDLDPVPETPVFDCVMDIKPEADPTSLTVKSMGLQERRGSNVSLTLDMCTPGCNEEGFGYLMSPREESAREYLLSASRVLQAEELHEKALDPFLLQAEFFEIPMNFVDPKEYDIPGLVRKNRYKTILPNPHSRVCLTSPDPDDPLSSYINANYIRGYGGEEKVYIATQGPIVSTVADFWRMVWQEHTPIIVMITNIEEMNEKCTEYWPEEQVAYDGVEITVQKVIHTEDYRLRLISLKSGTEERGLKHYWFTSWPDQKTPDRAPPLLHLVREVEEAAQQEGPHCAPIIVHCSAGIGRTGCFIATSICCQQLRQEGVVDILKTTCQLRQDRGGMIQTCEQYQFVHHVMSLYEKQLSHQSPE
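Assay system: isolated STEP enzyme. Buffer or medium: pH 6.0 Bis-Tris with DTT and Tween 20. Also added: fluorogenic phosphatase substrate OMFP at 25 µM final. Dosing: 20 µM, 1% DMSO. Timing: 20 min reaction, room temperature, in the dark. Measured by: fluorescence intensity, excitation 480 nm, emission 540 nm. Evaluation: normalized % inhibition.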
CSN inh – inhibitors of human CSN-mediated cullin deneddylation. Purified CSN, SCF-Nedd8-OG deneddylation, fluorescence polarization. Q92905. inhibition, % at 12.5 µM. AID 651999. hit rate 0.38% among 360,000;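 active means pattern-corrected inhibition above about 35%, with an unprinted fluorescence ratio check between 0.5 and 1.5, limit read from the data, passing the limit was not always enough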;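 further: 0% = enzyme with substrate and 100% = substrate without enzyme; some results filed as inactive read as strong as hits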
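Material: purified human Csn5 enzyme expressed in HEK293T cells / Medium: Tris buffer pH 7.5, NaCl, DTT, Tween-20, trehalose, ovalbumin / Compound dosing: 12.5 µM single point / Schedule: 90 min incubation of compound, enzyme and substrate at room temperature / Signal: fluorescence polarization of the substrate / Control set: no-enzyme wells high, enzyme-with-substrate wells low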
SUMO1 PPI mod – modulators of human SUMO1-mediated protein-protein interactions; P63165; SUMO1 binding to a labelled peptide, TR-FRET, 1 h; inhibition, % at 20 µM; hit rate 0.33% among 360,000; in the data active means inhibition above about 37%
Scp-1 inhibitor – inhibitors of human Scp-1 phosphatase; Q9GZU7; Recombinant Scp1, phosphopeptide, malachite green phosphate absorbance; inhibition, % at 20 µM; hit rate 0.88% among 340,000; AID 493091;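 active means inhibition above about 50% at 20 µM, limit read from the data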;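 further: plate controls were DMSO wells with enzyme for no effect and wells lacking enzyme for full effect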
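Test system: SCP-1 phosphatase catalytic domain, residues 76-261; measured by: colorimetric phosphate reagent with accelerator and stabiliser, absorbance at 630 nm; timing: enzyme reaction 45 min at room temperature, colour 5 min, stabilisation 30 min; also added: Phosphorylated 17-residue peptide substrate; compound dosing: one concentration, 20 µM, with 1.0% DMSO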
LMPTP block – LMPTP (human) inhibition; inhibition, % at 20 µM; AID 651560; recombinant LMPTP-A, OMFP fluorogenic substrate, fluorescence intensity; hit rate 0.22% among 360,000; P24666;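 active means compounds that cut the enzyme signal by at least half of the control window in the single-dose screen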;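 further: plate controls were DMSO wells with enzyme plus substrate for no effect and substrate without enzyme for full effect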
Target sequence (P24666 whole entry, looked up): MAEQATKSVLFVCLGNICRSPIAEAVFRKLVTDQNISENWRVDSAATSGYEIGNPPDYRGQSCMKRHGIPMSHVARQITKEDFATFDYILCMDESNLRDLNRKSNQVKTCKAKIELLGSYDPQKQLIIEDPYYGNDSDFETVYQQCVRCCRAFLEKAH
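Test system: LMPTP-A phosphatase enzyme. Amount: LMPTP-A at 0.625 nM final in the reaction. Reagent: OMFP substrate, 400 µM final. Times: 50 min at room temperature. Signal: endpoint fluorescence intensity from OMFP dephosphorylation. Read-out basis: % inhibition. Benchmarks: no-enzyme and uninhibited controls.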
NadD block – inhibitors of Staphylococcus aureus NadD. hit rate 0.78% among 360,000. inhibition, % at 20 µM. purified NadD enzyme, colorimetric absorbance read-out; in the data active means inhibition above about 26%; further: some compounds past the cut are filed as inactive
Rpn11 inh – inhibitors of human proteasome Rpn11; calls only at 20 µM; AID 588493; O00487; hit rate 0.59% among 360,000; human 26S proteasome, Ub4-pepOG fluorescence polarization; 20S core pre-blocked with epoxomicin;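 active means inhibition at 20 µM, scaled to each plate's controls, above about 33%, limit read from the data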
Target sequence (O00487 whole entry, looked up): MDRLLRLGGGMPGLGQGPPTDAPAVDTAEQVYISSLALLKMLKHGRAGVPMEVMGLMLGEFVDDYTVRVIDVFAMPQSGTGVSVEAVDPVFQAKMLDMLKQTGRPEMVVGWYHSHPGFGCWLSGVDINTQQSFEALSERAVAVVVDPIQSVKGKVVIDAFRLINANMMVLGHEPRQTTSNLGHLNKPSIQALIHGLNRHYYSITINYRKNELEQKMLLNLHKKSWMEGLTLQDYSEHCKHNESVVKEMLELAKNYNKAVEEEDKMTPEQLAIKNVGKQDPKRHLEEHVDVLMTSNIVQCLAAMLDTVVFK
Neddyl block – cullin neddylation inhibition | TR-FRET cullin neddylation, biochemical | calls only at 25 µM | hit rate 0.58% among 360,000 | AID 651699; in the data active means inhibition above about 36%
Rin1 Abl inh – inhibitors of human Rin1-Abl protein interaction; AID 588664; inhibition, % at 7.35 µM; hit rate 0.4% among 360,000; TR-FRET Rin1/Abl binding, biochemical; in the data active means inhibition above about 5%, passing the limit was not always enough
Starred values were filed as active, the others as inactive; i = inactive; . = no result given; + = active, no number.

SMILES	DNMT1 block	STEP inh	CSN inh	SUMO1 PPI mod	Scp-1 inhibitor	LMPTP block	NadD block	Rpn11 inh	Neddyl block	Rin1 Abl inh
CCOC(=O)Cn1c(=O)oc2cc(S(=O)(=O)N3CCc4ccccc43)ccc21	0	0	0	0	-19	1.0	-3	i	i	1
CCN(CC)S(=O)(=O)c1ccc(OC)c(NC(=O)CC2CCCC2)c1	0	0	-1	0	-7	-0.4	-5	i	i	3
O=C(c1ccco1)N1CCN(CCOCCOc2cccc3ccccc23)CC1	-5	-3	0	-1	-5	-2.1	-4	i	i	-3
Cc1cc(C)nc(NC(=O)c2c(Cl)cccc2Cl)n1	3	-2	-2	1	5	-1.6	-1	i	i	4.4*
Clc1ccccc1Oc1cnc2ccccc2n1	0	0	4	-2	-15	0.0	-5	i	i	-4
CC(C)CCN(C(=S)NC(=O)C1CCCCC1)c1c(N)n(Cc2ccccc2)c(=O)[nH]c1=O	-1	0	7	-2	-4	-3.0	3	i	i	2
Cc1cc(C)c(S(=O)(=O)c2ccccc2)c(OC(=O)c2ccc(Cl)cc2Cl)n1	8	-1	6	1	-9	-0.3	0	i	i	-3
Cc1cccc(N2CCN(C(=O)CCCn3c(=O)c4cccn4c4cccnc43)CC2)c1C	-9	0	-1	7	-4	4.5	-1	i	i	3
CNC(=O)NC(=O)COC(=O)c1ccccc1OCc1ccccc1	-2	-1	-2	-1	-7	-2.0	-6	i	i	-5
O=C(Nc1cccnc1)c1cc(-c2cccc(Cl)c2)on1	0	-3	5	1	-10	3.7	-12	i	i	0
COc1ccc(-c2nc(CS(=O)CC(=O)N3CCOCC3)c(C)o2)cc1OC (configuration not stated)	0	-1	1	3	3	-0.8	2	i	i	2
COc1ccc(NC(=O)C(=O)N/N=C(\C)CC(=O)Nc2cc(C)ccn2)c(OC)c1	-2	0	-1	7	-13	-0.2	-2	i	i	1
Cc1onc(-c2c(Cl)cccc2Cl)c1NC(=O)NN(C)c1ccc([N+](=O)[O-])cn1	2	2	-3	-16	-14	-3.0	2	i	i	-1
COc1ccccc1C(=O)NCC(=O)Nc1ccc2c(c1)OCO2	0	1	0	6	3	2.8	4	i	i	2
Cc1cccc(NC(=O)c2ccc3c(c2)C(=O)N(Cc2cccnc2)C3=O)c1C	-2	3	0	-37	-5	0.4	3	i	i	-1
Cc1ccccc1CN1CCN(CC2CC2)CC1CCO (configuration not stated)	3	-2	-2	-3	-4	-2.0	-4	i	i	-2
Cc1cc(N2CCCCC2)nc(N2CCOCC2)n1	3	-4	-1	-3	-8	-0.5	7	i	i	-4
CCn1c(SCC(=O)Nc2ccc(S(=O)(=O)Nc3ccccn3)cc2)nnc1-c1ccncc1	10	-4	4	4	-1	-1.8	0	i	i	6
Cc1onc(-c2ccccc2Cl)c1C(=O)Nc1c(C)n(C)n(-c2ccccc2)c1=O	2	-5	-2	1	0	-1.3	-3	i	i	-1
O=C1NC(NS(=O)(=O)c2ccc(Cl)cc2)(C(F)(F)F)C(=O)N1Cc1cccnc1 (configuration not stated)	2	-1	-12	2	-8	0.3	1	i	i	1
CCCn1c(CCC(=O)O)nc2cc(S(N)(=O)=O)ccc21	0	1	-1	-3	0	-0.3	-4	i	i	1
Cc1ccc(Cn2ncc3c(N4CCOCC4)ncnc32)cc1	-2	0	6	-3	-5	-0.3	3	i	i	2
COc1ccc(C(=O)NCC(=O)N/N=C/C(C)=C/c2ccccc2)cc1OC	7	2	-10	-10	-10	-1.0	-6	i	i	-4
Cc1ccc(S(=O)(=O)N2CCC(=O)N([C@H](COCc3ccccc3)Cc3ccccc3)CC2)cc1	.	.	-4	-2	.	0.6	-8	.	i	.
Cc1cc(C)n(CC(=O)O)n1	-1	-3	-4	-3	-5	-2.1	-1	i	i	-3
Going on with the list:
SMILES	DNMT1 block	STEP inh	CSN inh	SUMO1 PPI mod	Scp-1 inhibitor	LMPTP block	NadD block	Rpn11 inh	Neddyl block	Rin1 Abl inh
COc1ccc(C2=CCCC2)c(OC)c1	3	-1	4	2	0	7.9	1	i	i	4
CC(C)C(=O)Nc1cc2c(cc1C(=O)c1ccccc1)OCCO2	-2	-1	0	-1	2	-0.8	-6	i	i	2
CC(=O)Cc1nsc(NC(=O)c2ccc(Cl)cc2Cl)n1	0	-1	3	3	-5	0.1	-5	i	i	-3
COc1ccccc1CNC(=O)CS(=O)(=O)c1ccc(C)cc1	0	0	-7	8	1	-0.2	4	i	i	-1
Cn1cccc1/C=N/NC(=O)Cc1cccs1	1	-2	2	-10	0	-0.2	-2	i	i	0
Nc1nncn1C(=O)c1cc(Br)ccc1Cl	2	2	4	21	-4	-1.8	2	i	i	3
O=C(CN1C(=O)C2C3C=CC(C3)C2C1=O)Nc1nc(SCc2ccc(Cl)cc2)n[nH]1 (configuration not stated)	-1	1	2	4	3	-1.7	9	+	i	-5
CC1(C)CC(NC(=O)c2cc(COc3cccc(C(F)(F)F)c3)on2)CCO1 (configuration not stated)	3	2	2	0	0	-0.1	-13	i	i	4
COC1Cc2ccccc2N(C(=O)N2CCN(CCO)CC2)c2ccccc21 (configuration not stated)	2	0	-2	0	-7	-2.6	1	i	i	-1
O=C(Nc1ccccc1C(=O)N1CCOCC1)c1cccc(S(=O)(=O)N2CCCC2)c1	2	1	-7	-1	1	2.0	-4	i	i	-6
CC(=O)N1C(=O)CC(C)N(C(C)=O)c2ccc([N+](=O)[O-])cc21 (configuration not stated)	2	1	-6	-4	-4	0.2	-1	i	i	-1
CN(C)c1ccc(/C=C/c2nc3ccccc3c(=O)n2CCO)cc1	4	-2	94	-23	-4	1.8	-3	.	i	-11
CC1(C)N=C(N)N=C(N)N1c1cccc(CN)c1	0	0	3	1	-17	-3.0	-4	i	i	-4
CCCNS(=O)(=O)c1ccc(CCC(=O)NCc2ccco2)cc1	1	4	2	1	-1	-0.7	3	i	i	-3
COC(=O)CSc1nc2nc(C)c(Br)cc2[nH]1	-1	16	0	5	-15	0.5	6	i	i	2
O=C(c1ccccc1)N(c1ccccc1)c1ccccc1O	-3	5	5	0	10	0.3	3	i	i	2
COc1ccccc1C(=O)NCCC(=O)N1CCN(c2ccccc2O)CC1	-2	-1	-2	1	-6	0.1	-4	i	i	2
COc1ccc(C(=O)N=C2SC3CS(=O)(=O)CC3N2Cc2ccccc2)cc1OC (configuration not stated)	-2	3	-2	-3	-3	-0.2	3	i	i	-1
CC1CCCN(S(=O)(=O)c2cccc(C(=O)OCC(=O)N(C)Cc3c(F)cccc3Cl)c2)C1 (configuration not stated)	8	5	-2	15	13	5.6	-8	i	i	2
COc1ccc(NCC(=O)N/N=C2\CCc3ccccc32)cc1	-18	4	0	5	-4	5.1	30*	i	i	-1
CCCC(=O)OCC(=O)c1[nH]c(C)c(C(C)=O)c1C	3	0	-7	10	4	0.1	-3	i	i	-1
O=C(CN1CCN(c2ccccn2)CC1)Nc1ccc(OCc2ccccc2)cc1	-14	-2	-2	-4	4	2.9	-6	i	i	0
CC(=O)c1c(N2CCN(C(=O)C3CCCO3)CC2)nc(=S)n(-c2ccccc2)c1C (configuration not stated)	8	1	4	0	2	-2.2	2	i	i	2
COCCn1c(C)cc(C(=O)CSc2nc(C)c(C)c(C)n2)c1C	-13	-1	-3	0	0	0.0	2	i	i	3
CCc1ccc(/C=N/NC(=O)c2cc(-c3ccncc3)nc3ccccc23)s1	-5	-2	-7	-8	-1	-0.6	5	i	i	-1
(continued)
SMILES	DNMT1 block	STEP inh	CSN inh	SUMO1 PPI mod	Scp-1 inhibitor	LMPTP block	NadD block	Rpn11 inh	Neddyl block	Rin1 Abl inh
Cc1cccc(Nc2nc3c(S(=O)(=O)c4ccccc4)nnn3c3ccccc23)c1	42	0	-11	0	-8	0.1	26	i	i	1
CCCCOC(=O)Nc1nnc(CC(=O)NCc2ccccc2)s1	-1	-3	0	2	-6	-0.5	-6	i	i	2
O=C(CN(C(=O)c1ccc2c(c1)OCCO2)c1ccccc1)NCC1CCCO1 (configuration not stated)	-2	-2	1	0	-1	0.1	3	i	i	0
COc1ccccc1Oc1coc2cc(OCC(N)=O)ccc2c1=O	-1	1	-3	-1	-10	-1.2	-4	i	i	1
CCn1cc(/C=N\NC(=O)c2ccccc2Cl)cn1	7	0	1	7	-4	0.3	2	i	i	0
O=[N+]([O-])c1cccc(-c2c(-c3ccccc3)ncc3cc(F)ccc23)c1	-4	4	-3	-17	1	1.3	-3	i	i	3
COc1ccc2oc(C(=O)Nc3ccc(S(=O)(=O)N(C)C4CCN(C)CC4)cc3)c(C)c2c1	-6	1	3	-36	-11	-4.7	-9	i	i	-2
COc1ccc(-c2ccnc(SCC(=O)N3CCOCC3)n2)cc1	1	1	5	0	-3	0.2	-4	i	i	0

11 structures already listed, sorted by SMILES length, low to high:
SMILES	DNMT1 block	STEP inh	CSN inh	SUMO1 PPI mod	Scp-1 inhibitor	LMPTP block	NadD block	Rpn11 inh	Neddyl block	Rin1 Abl inh
CCn1cc(/C=N\NC(=O)c2ccccc2Cl)cn1	7	0	1	7	-4	0.3	2	i	i	0
CCCCOC(=O)Nc1nnc(CC(=O)NCc2ccccc2)s1	-1	-3	0	2	-6	-0.5	-6	i	i	2
CCCC(=O)OCC(=O)c1[nH]c(C)c(C(C)=O)c1C	3	0	-7	10	4	0.1	-3	i	i	-1
COc1ccc(-c2ccnc(SCC(=O)N3CCOCC3)n2)cc1	1	1	5	0	-3	0.2	-4	i	i	0
COCCn1c(C)cc(C(=O)CSc2nc(C)c(C)c(C)n2)c1C	-13	-1	-3	0	0	0.0	2	i	i	3
O=C(CN1CCN(c2ccccn2)CC1)Nc1ccc(OCc2ccccc2)cc1	-14	-2	-2	-4	4	2.9	-6	i	i	0
O=C(CN(C(=O)c1ccc2c(c1)OCCO2)c1ccccc1)NCC1CCCO1 (configuration not stated)	-2	-2	1	0	-1	0.1	3	i	i	0
COc1ccc(C(=O)N=C2SC3CS(=O)(=O)CC3N2Cc2ccccc2)cc1OC (configuration not stated)	-2	3	-2	-3	-3	-0.2	3	i	i	-1
O=[N+]([O-])c1cccc(-c2c(-c3ccccc3)ncc3cc(F)ccc23)c1	-4	4	-3	-17	1	1.3	-3	i	i	3
CC(=O)c1c(N2CCN(C(=O)C3CCCO3)CC2)nc(=S)n(-c2ccccc2)c1C (configuration not stated)	8	1	4	0	2	-2.2	2	i	i	2
CC1CCCN(S(=O)(=O)c2cccc(C(=O)OCC(=O)N(C)Cc3c(F)cccc3Cl)c2)C1 (configuration not stated)	8	5	-2	15	13	5.6	-8	i	i	2
